# ELG1 DNA repair: inhibitors of ELG1-dependent DNA repair in HEK293T cells | HEK293T ELG1-luciferase reporter, luminescence, 16 h; DNA damage induced by 5-fluorouridine | Potency, µM (highest dose often 46.1 µM), inactives show top-dose activity change, negative = inhibition, actives largely listed as inhibitors | 2.3% of 330,000 active; note: potency is the fitted concentration of half-maximal effect; % is set by controls: 0 for no effect and ±100 for the full control effect; nearly all actives have a fitted effect of over 55% in size
#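 Luminescence from the luciferase reporter, measured 30 min after ONE-Glo reagent at room temperature, was the read-out. Beforehand, 2,000 cells per well were exposed for 16 hr at 37 °C to 5-fluorouridine together with compound or vehicle.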
# FLuc modulator: firefly luciferase modulation, counter-screen for miR-21 project | Potency, µM (series often up to 57.5 µM), inactives show top-dose activity change, negative = inhibition, usual class: inhibitors | P08659 | 6.9% of 360,000 active | purified FLuc, Km substrates, luminescence inhibition;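 note: potency is the fitted concentration of half-maximal effect; plate controls were vehicle for no effect and reference inhibitor for full effect; nearly all actives have a fitted effect of over 55% in size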
#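 Biochemical qHTS of compounds, final roughly 60 µM downward over six points, against 10 nM purified firefly luciferase using Km concentrations of substrates (10 uM D-luciferin, 10 uM ATP) in Tris acetate pH 7.5 buffer; luminescence output.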
# Menin MLL FP TR: menin-MLL binding inhibition, Texas Red mutant peptide; 0.23% of 270,000 active; Potency, µM (series often up to 61.6 µM), for the others: at the top dose FP activity change, negative = inhibition, most hits filed as inhibitors; Menin + Texas Red MLL mutant peptide, fluorescence polarization; AID 1768; active = well fitted inhibition curve with a large enough effect in the polarisation, with a control signal flat, not every such curve was filed as active; inconclusive = small, poorly fitted or top-dose-only effect, or effect the other way, or a change in a side signal; inactive = no such curve, though single readings can be large or run the other way; the % refers to the polarisation; note: potency is the fitted concentration of half-maximal effect; % of control where 0% means no effect; many of its hits are not listed in these tables
# Target sequence (O00255 whole entry, looked up): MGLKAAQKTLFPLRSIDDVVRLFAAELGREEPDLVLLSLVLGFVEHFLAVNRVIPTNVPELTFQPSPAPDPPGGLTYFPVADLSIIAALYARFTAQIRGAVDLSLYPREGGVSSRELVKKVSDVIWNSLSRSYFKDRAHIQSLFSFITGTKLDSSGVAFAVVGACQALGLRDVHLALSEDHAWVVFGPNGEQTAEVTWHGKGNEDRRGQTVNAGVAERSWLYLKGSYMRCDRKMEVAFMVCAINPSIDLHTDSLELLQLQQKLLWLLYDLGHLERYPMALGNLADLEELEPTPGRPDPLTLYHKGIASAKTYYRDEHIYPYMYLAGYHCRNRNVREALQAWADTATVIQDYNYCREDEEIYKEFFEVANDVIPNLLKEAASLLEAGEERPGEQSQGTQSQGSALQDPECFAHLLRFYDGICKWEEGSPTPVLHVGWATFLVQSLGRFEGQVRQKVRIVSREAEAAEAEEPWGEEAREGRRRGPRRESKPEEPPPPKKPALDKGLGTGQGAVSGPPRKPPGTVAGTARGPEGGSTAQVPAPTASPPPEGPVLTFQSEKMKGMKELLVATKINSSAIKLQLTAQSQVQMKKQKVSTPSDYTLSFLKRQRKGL
# MBNL1-CUG inh: inhibitors of human MBNL1 binding to CUG repeat RNA | 0.036% of 280,000 active | AID 2675 | TR-FRET MBNL1-His/biotin-(CUG)12 binding, 665/545 ratio | Potency, µM (titrated, usually from 57.5 µM), without a hit: at the top dose activity change, negative = inhibition, hits mostly inhibitors | Q9NR56; active = well fitted inhibition curve with a large enough effect in the signal ratio, with a control signal flat, not every such curve was filed as active; inconclusive = small, poorly fitted or top-dose-only effect, or effect the other way, or a change in a side signal; inactive = no such curve, though single readings can be large or run the other way; the % refers to the signal ratio; note: potency is the fitted concentration of half-maximal effect; % is set by controls: 0 for no effect and ±100 for the full control effect
#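 Inhibition of protein-RNA binding appears as loss of TR-FRET between terbium anti-His antibody on MBNL1-His and streptavidin-XL665 on biotin-(CUG)12. Activity is normalized to buffer-only and uninhibited-complex controls.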
# Mito fusion act: blocks mitochondrial division or promotes mitochondrial fusion | AID 485298 | S. cerevisiae fusion-defective mutant growth rescue, CellTiterGlo 48 h | Potency, µM (highest dose often 46.1 µM), for inactives: at the top dose growth rescue (activation), hits mostly activators | 0.23% of 320,000 active;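 note: potency is the fitted concentration of half-maximal effect; % of control where 0% means no effect; nearly all actives have a fitted effect of over 45% in size; temperature-sensitive fusion mutants such as fzo1-1 at 37 °C on non-fermentable ethanol glycerol medium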
#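 Yeast fusion mutant, YPEG (non-fermentable carbon), compound, 48 h at 37C non-permissive; CellTiterGlo added, 10 min RT, luminescence read. Rescued growth = division inhibition.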
# PKM2 activator: increases activity of human pyruvate kinase M2; 0.34% of 260,000 active; AID 1631; purified PKM2, Kinase-Glo ATP luminescence, activation; response scale: 0% is enzyme alone, no compound; P14618; Potency, µM (highest dose often 57.5 µM), inactives show at the top dose activation, usual class: activators; note: potency is the fitted concentration of half-maximal effect; % is set by controls: 0 for no effect and ±100 for the full control effect; nearly all actives have a fitted effect of over 55% in size
#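 ATP formation by purified human PK-M2, quantified via coupled luciferase luminescence after 1 h at room temperature with 0.1 mM ADP and 0.5 mM PEP final.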
# KCNH2 3.1 block: inhibitors of human KCNH2 3.1 potassium channel isoform | 0.95% of 340,000 active | AID 720553 | activity change, % (tested at about 1.8 µM) | U2OS KCNH2 3.1, thallium flux FluxOr; hits give low values;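 active = maximum activity change below -70%; inconclusive = maximum activity change from -70% to -50%; inactive = maximum activity change above -50%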;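 note: thallium influx rate constant from kinetic fluorescence after stimulation buffer; % is set by controls: 0 for no effect and ±100 for the full control effect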
#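 Measured as rate of thallium-driven FluxOr signal in transduced U2OS cells carrying the 3.1 channel, read kinetically for 2 min upon stimulation; values are rate constants scaled to DMSO control wells.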
# NPC1 promoter act: NPC1 promoter activation; Huh7 NPC1 promoter luciferase reporter, 24 h; Potency, µM (titrated, usually from 9.22 µM), for the others: at the highest dose activation, usual class: activators; 2.4% of 320,000 active; AID 485313;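 note: potency is the fitted concentration of half-maximal effect; % of control where 0% means no effect; nearly all actives have a fitted effect of over 60% in size; reporter is driven by a mutant NPC1 promoter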
#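 NPC1 promoter–luciferase Huh7 cells; 24 h compound; luminescence.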
# Rab9 promoter act: activators of Rab9 promoter. 2.8% of 320,000 active. Potency, µM (top dose mostly 9.22 µM), inactives show at the highest dose activation, negative = inhibition, actives largely listed as activators. AID 485297. Huh7 Rab9 promoter-luciferase reporter, luminescence, 24 h; note: potency is the fitted concentration of half-maximal effect; % of control where 0% means no effect; nearly all actives have a fitted effect of over 60% in size
#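 Luminescence read-out: Huh7 cells stably expressing Rab9-luciferase, treated 24 h with compound at 37 °C, then lysed with luciferase reagent for 10 min at ambient before reading.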
# Gal4-VP16 FLuc: Gal4-VP16 reporter inhibition counter-screen | Drosophila S2 Gal4-VP16 UAS-luciferase, luminescence, 20 h | Potency, µM (titrated, usually from 53.6 µM), for the others: top-dose activity, negative = inhibition, actives largely listed as inhibitors | 3.5% of 310,000 active;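 note: Gal4-VP16 expression switched on by copper sulfate through the metallothionein promoter; potency is the fitted concentration of half-maximal effect; % is set by controls: 0 for no effect and ±100 for the full control effect; nearly all actives have a fitted effect of over 50% in size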
# RORgamma inh: ROR gamma (mouse) transcription inhibition | Drosophila S2 Gal4-RORgamma UAS-luciferase reporter, 20 h | Potency, µM (doses to about 53.6 µM), without a hit: top-dose activity change, negative = inhibition, hits mostly inhibitors | 5.4% of 310,000 active | AID 2551; note: potency is the fitted concentration of half-maximal effect; % is set by controls: 0 for no effect and ±100 for the full control effect; nearly all actives have a fitted effect of over 60% in size
# Target sequence (P51450 whole entry, looked up, the tested form may be a part): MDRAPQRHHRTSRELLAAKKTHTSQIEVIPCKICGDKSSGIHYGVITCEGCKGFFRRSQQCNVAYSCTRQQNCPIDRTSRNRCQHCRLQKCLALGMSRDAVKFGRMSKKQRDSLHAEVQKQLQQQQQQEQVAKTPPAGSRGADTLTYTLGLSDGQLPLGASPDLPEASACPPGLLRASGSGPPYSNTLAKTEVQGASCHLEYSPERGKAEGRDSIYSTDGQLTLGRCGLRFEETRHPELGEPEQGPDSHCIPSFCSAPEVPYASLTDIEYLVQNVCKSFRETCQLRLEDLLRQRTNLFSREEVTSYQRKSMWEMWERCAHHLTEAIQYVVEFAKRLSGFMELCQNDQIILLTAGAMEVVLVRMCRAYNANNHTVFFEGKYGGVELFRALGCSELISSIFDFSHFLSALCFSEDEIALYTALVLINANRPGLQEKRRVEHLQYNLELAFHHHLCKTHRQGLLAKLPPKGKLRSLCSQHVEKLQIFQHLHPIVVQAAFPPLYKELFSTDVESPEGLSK
#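 Stably transfected Drosophila Schneider cells are the test system, with ROR gamma fused to Gal4 and luciferase under UAS control; luminescence is read after 20 hr of 700 uM copper sulfate induction at ambient temperature.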
# Starred values were filed as active, the others as inactive; ? = inconclusive; · = no result given; & = joins results of further samples; [ ] = another dose, or the depositor's remark. Unless noted, calls come from the whole dose curve; as a rule, active = well fitted curve in the direction sought with a large enough effect; inconclusive = small, poorly fitted or top-dose-only effect, or another doubt; inactive = no such curve, though single readings can be large; an effect the other way counts as inactive or inconclusive. A portion of the library (hit frequency here may not be typical).
mol,Mito fusion act,NPC1 promoter act,FLuc modulator,MBNL1-CUG inh,KCNH2 3.1 block,ELG1 DNA repair,Gal4-VP16 FLuc,PKM2 activator,Rab9 promoter act,RORgamma inh,Menin MLL FP TR
CC(=O)c1ccc(N(C(=O)CNC(=O)c2ccco2)C(C(=O)NC2CCCC2)c2ccc(C)o2)cc1 (stereo unspecified),-4%,6%,1%,2%,-18,19%,4%,·,-3%,-8%,·
CCC1(C)Nc2ccccc2C(=O)N1O (stereo unspecified),1%,-8%,-2%,10%,8,2%,-29%,2%,-2%,?,6%
COc1cc(S(=O)(=O)Nc2ccccc2C(=O)N2CCCCC2)ccc1NC(C)=O,-1%,0%,4%,·,-11,4%,·,·,2%,·,·
COC(=O)c1cccc(CSc2nnc(-c3ccco3)n2-c2ccccc2)c1,10%,2%,-1%,-1%,2,-6%,10%,-2%,7%,?,-3%
CCCCN(CCCC)Cc1cc2ccccc2c2c1COC2,-1%,5%,3%,10%,-19,22%,0%,-14%,-3%,14%,-2%
O=[N+]([O-])c1cccc(S(=O)(=O)NCCc2ccccc2)c1,1%,1%,-1%,?,11,13%,8%,3%,1%,?,0%
O=C(CN(Cc1ccc(F)cc1)C(=O)CNS(=O)(=O)c1ccc(F)cc1)NCC1CCCO1 (stereo unspecified),-5%,-4%,1%,-5%,9,2%,-1%,·,0%,-11%,·
CCOc1ccc(N(C)C(=O)CCc2nnc3ccc(N4CCOCC4)nn23)cc1,5%,-2%,-1%,-6%,4,2%,-1%,·,-5%,3%,-12%
O=C(C1CCC(CNc2nc(=S)[nH]c3ccccc23)CC1)N1CCN(c2ccc(F)cc2)CC1 (stereo unspecified),13%,-1%,0%,3%,4,23µM*,1%,1%,-11%,?,18%
CC1CCN(Cc2c(O)ccc3c(=O)c(-c4nc5ccccc5s4)c(N)oc23)CC1,5%,-4%,11µM*,·,1,11%,1%,-3%,-4%,-25%,18%
Cn1nc(C(=O)NCCCN2CCCCC2)c2c1-c1ccccc1SC2,14%,1%,4%,-5%,0,22%,-3%,-2%[0.46 µM],1%,-1%,3%
CCc1sc(N(C(=O)Cc2ccccc2)c2cccc(F)c2)nc1-c1ccc(C)cc1,-1%,-4%,0%,-2%,1,1%,8%,-6%,-3%,1%,·
COc1ccc(CCN(Cc2cc3cc(C)cc(C)c3nc2Cl)C(=O)C2CC2)cc1,-8%,-3%,0%,-9%,-20,?,?,-16%,-10%,33%,-14%
CC(=O)OCC(CCn1cnc2cnc(N)nc21)COC(C)=O,0%,-4%,2%,-5%,·,·,8%&1%,-8%,7%,12%&20%,-8%&1%
CC(=O)Nc1ccc2[nH]c(C)cc(=O)c2c1,0%,-3%,4%,-12%,13,17%,7%,2%,-3%,-19%,1%
CCOC(=O)N1CCC(NS(=O)(=O)c2ccc3c(c2)oc(=O)n3C)CC1,-7%,7%,-7%,1%,14,-1%,0%,-5%,-1%,9%,4%
C=CCn1c(Cc2cccs2)nnc1SCC(=O)c1ccc(F)cc1,-3%,10%,?,-6%,-6,9%,14%,3%,-2%,?,-5%
COCC(C)NC(=O)c1cc(OC)cc(OC)c1 (stereo unspecified),2%,-2%,-1%,-5%,-4,10%,3%,-2%,-9%,-5%,-1%
C=C(C)CN1CCN(c2ccc(N3C(=O)CCCC3=O)cc2[N+](=O)[O-])CC1,3%,-2%,7%,·,4,5%,-19%,0%,20%,27%,14%
CC(C)c1ccccc1OCC(O)CN(CC(O)COc1cccc2ccccc12)C(C)C (stereo unspecified),-54%[inhibitor],-5%,0%,-11%,-7,?,?,-12%,-7%,?,-6%
CC(C)c1ccccc1NC(=S)NC1CCN(Cc2ccccc2)CC1,1%,4%,1%,-4%,-6,-13%,16µM*,0%,-6%,14µM*,-3%
CC(C)(CO)NC(=O)c1ccc2c(c1)C(=O)c1ccccc1-2,-3%,2.5µM*,19µM*,?,13,?,0%,·,?,?,9%
Cc1ccnc(N2CCN(C(=O)CSc3nc4ccccc4nc3N3CCCCC3)CC2)c1,?,0%,5%,20%,-14,13µM*,-3%,-1%,3%,1%,-20%
N#Cc1c(N)n(C2CCCCC2)c2nc3ccccc3nc12,3%,-3%,2%,2%,5,12%,-28%,-27%,-2%,5%,-10%
Cc1ccsc1C(=O)OCC(=O)Nc1cccc(S(=O)(=O)NC2=NCCCCC2)c1,?,0%,-10%,-4%,-1,-12%,7%,-10%,-1%,2%,4%
O=C(N/C(=C\c1ccccc1)C(=O)N1CCOCC1)c1ccc(Br)o1,-13%,-2%,3%,-2%,-8,0%,0%,0%,-1%,0%,6%
Cc1ccc(S(=O)(=O)N/N=C\c2ccc3c(c2)OCO3)cc1C,-5%,1%,-12%,0%,0,-5%,-1%,0%,-3%,-2%,·
COc1ccc(CC(=O)Nc2ccc(N(C)C)c3ccccc23)cc1,-6%,0%,5%,26%,9,-3%,0%,1%,4%,14%,6%
COC(=O)C1CCN(C(=O)Nc2ccc(OC)cc2)CC1,-4%,13%,-1%,-13%,-36,9%,6%,6%,11%,0%,-1%
Cc1ccc(S(=O)(=O)N2CCCN(S(=O)(=O)C3CCS(=O)(=O)C3)CC2)cc1 (stereo unspecified),-5%,0%,-2%,-4%,7,0%,8%,10%,-5%,-1%,27%
O=C(CC(=O)NC1CCCCC1)N/N=C/c1ccccc1[N+](=O)[O-],-2%,?,?,?,21,?,6%,3%,?,39%,-1%
N#Cc1c(SCC(=O)Nc2ccc(C(F)(F)F)cc2)sc2c(O)cc(=O)[nH]c12,5%,-2%,0%,33%[activator],-7,1%,-1%,3%,-2%,?,?
Cc1c(CN2CCN(C)C(CCO)C2)[nH]c2c(Cl)cccc12 (stereo unspecified),-6%,2%,0%,-2%,-7,2%,-3%,-1%,4%,3%,1%
CC(C)(C)NC(=O)CN(C(=O)C(=O)Nc1ccc2c(c1)OCCO2)C(C)(C)C,1%,-5%,1%,-7%,-19,-5%,-1%,-2%,-1%,-10%,-16%
Cc1cc2c(NS(=O)(=O)c3ccc(F)cc3)cccc2nn1,3%,-7%,0%,20%,-17,26%,2%,3%,-5%,-4%,·
C=CCN(Cc1cn(C)nc1-c1cccc(Cl)c1)C1CCS(=O)(=O)C1 (stereo unspecified),-7%,-2%,-1%,0%,3,-2%,-4%,4%,-4%,9%,-17%
O=C(COC(=O)CC(c1ccccc1)c1ccccc1)NCc1ccc(Cl)cc1,?,0%,-2%,5%,-11,16µM*,20µM*,-2%,-7%,0%,-5%
Cc1ccccc1C(=O)Nc1cccc(C(=O)N/N=C/c2ccc3c(c2)OCO3)c1,-5%,17%,3µM*,17%,-4,-1%,5%,-4%,?,24%,2%
C=CCSc1nnnn1-c1ccc(OC)cc1,-2%,0%,-1%,2%,-5,11%,-8%,1%,-1%,?,-1%
COc1ccc(S(=O)(=O)N(C)C)cc1NC(=O)c1ccc2c(c1)OCCO2,3%,0%,-2%,·,29,-14%,·,·,-6%,·,·
COc1ccc(Cl)cc1C(=O)NNC(=O)COC(=O)CCN=C1NS(=O)(=O)c2ccccc21,-1%,-1%,2%,·,5,8%,·,·,-1%,·,·
O=C(c1cccs1)N1CCCC(N2CCN(c3cccc(C(F)(F)F)c3)CC2)C1 (stereo unspecified),1%,2%,0%,-4%,·,-18%,-7%,2%,-7%,?,·
CC(C)Nc1nc(N)c(C(=O)C23CC4CC(CC(C4)C2)C3)s1,7%,-2%,-12%,1%,-5,1%,-2%,-5%,-3%,-13%,·
CCOC(=O)C1CCC(CNCc2ccc(Cl)cc2)CC1 (stereo unspecified),17%,1%,0%,-3%,-47,7%,-11%,-5%,-4%,-20%,5%
CCOC(=O)c1ccc(NC(=O)c2ccc(CN3CCc4ccccc4C3)cc2)cc1,0%,-34%[inhibitor],2%,7%,-18,9%,?,0%,-39%[inhibitor],?,33%[activator]
O=C(COc1ccc(S(=O)(=O)N2CCCC2)cc1Cl)NCc1ccco1,-3%,2%,3%,-7%,2,0%,6%,?,-3%,-12%,-9%
CCCCn1nnc(NC(=O)CCC)n1,-2%,-3%,1%,1%,15,10%,-3%,-5%,13%,-7%,1%
Cc1c(NC(=O)c2ccc(NC(=O)C3CC3)cc2)cccc1C(=O)O,2%,0%,15µM*,5%,20,-14%,-23%,-1%,7%,-111%,-8%

# Bioassay records (PubChem)
